OX1R antag: antagonists of human orexin 1 receptor (OX1R). 330,000 compounds, 1.8% hits. Orexin/Hypocretin receptor type 1 (Homo sapiens), O43613. OX1R-expressing cells, FRET antagonist read-out. inhibition, % at 6.6 µM; in the data active = inhibition mostly above about 38%, no sharp cut-off; inactive = mostly below about 40%;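 note: 0% = agonist challenge alone and 100% = reference antagonist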
Target sequence (O43613 whole entry, looked up): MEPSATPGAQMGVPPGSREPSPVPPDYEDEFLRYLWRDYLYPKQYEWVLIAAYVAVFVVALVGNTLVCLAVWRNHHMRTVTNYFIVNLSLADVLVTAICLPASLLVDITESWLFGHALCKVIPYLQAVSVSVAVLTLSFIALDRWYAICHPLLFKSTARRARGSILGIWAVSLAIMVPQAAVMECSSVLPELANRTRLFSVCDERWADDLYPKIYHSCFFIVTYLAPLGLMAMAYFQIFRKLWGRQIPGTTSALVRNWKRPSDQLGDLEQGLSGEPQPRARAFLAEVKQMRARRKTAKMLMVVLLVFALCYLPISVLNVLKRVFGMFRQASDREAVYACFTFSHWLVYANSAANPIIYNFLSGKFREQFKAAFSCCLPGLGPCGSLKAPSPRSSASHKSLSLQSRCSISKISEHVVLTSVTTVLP
STK33 inh: inhibitors of purified STK33 kinase, primary screen, biochemical, ADP-Glo luminescence, homogeneous, cell-free. Serine/threonine-protein kinase 33 (Homo sapiens), Q9BYT3. MBP phosphorylation. inhibition, % at 10 µM. 320,000 compounds, 0.073% hits. AID 2661, 2010;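 active = inhibition at or above 25%, using the most active replicate where run in duplicate; inactive = inhibition below 25%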
Target sequence (Q9BYT3 whole entry, looked up): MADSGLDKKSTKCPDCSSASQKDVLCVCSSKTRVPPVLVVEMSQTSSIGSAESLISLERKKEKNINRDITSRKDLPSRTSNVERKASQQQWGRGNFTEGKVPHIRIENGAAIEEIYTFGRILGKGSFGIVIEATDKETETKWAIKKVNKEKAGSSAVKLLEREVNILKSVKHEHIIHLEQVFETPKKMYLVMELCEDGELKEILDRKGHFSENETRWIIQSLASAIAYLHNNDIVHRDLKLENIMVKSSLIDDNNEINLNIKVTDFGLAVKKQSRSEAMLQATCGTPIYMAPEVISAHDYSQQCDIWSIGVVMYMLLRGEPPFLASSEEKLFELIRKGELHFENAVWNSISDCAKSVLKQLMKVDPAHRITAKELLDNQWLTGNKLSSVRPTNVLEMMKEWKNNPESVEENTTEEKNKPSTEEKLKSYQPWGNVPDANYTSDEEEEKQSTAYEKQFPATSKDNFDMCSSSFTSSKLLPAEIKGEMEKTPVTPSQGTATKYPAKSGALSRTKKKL
KCNQ2 inh: KCNQ2 potassium channel inhibitors, primary screen, cell-based, CHO-K1, FluxOR thallium flux, B-score (AID 2156). 20 min; stronger effect = lower value. B-score at 10 µM. 310,000 compounds, 1.1% hits;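 active = fluorescence ratio B-score at most minus 3 library SDs, with starting brightness B-score within 2 library SDs, cut at about -5.5 in these data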
Starred values were filed as active, the others as inactive; i = inactive; nt = not tested or not shown. This is a random part of the collection (roughly 2.7% active in at least one column).

SMILES	OX1R antag	STK33 inh	KCNQ2 inh
CCCCN1CC(=O)N2[C@H](c3ccc(OC)cc3)[C@@H]3C(=O)N(CC)C(=O)[C@@H]3[C@]2(C)C1=O	25	0.0	i
COCC(=O)N1CCCC(C(=O)c2ccc(-c3ccccc3)cc2)C1 (stereo not given)	0	-0.2	i
CC(C)NC(=O)C(c1ccc(F)cc1)N(C(=O)CCC(=O)Nc1ccccn1)c1cccc(F)c1 (stereo not given)	6	0.2	i
O=C1CS/C(=N/N=C2C3CC4CC(C3)CC2C4)N1	12	-1.5	i
CCOC(=O)C1(Cc2ccccc2)CCN(Cc2cn[nH]c2-c2ccccc2)CC1	4	0.8	i
COc1ccc(C)cc1NC(=O)NCCCCc1ccccc1	27	1.7	i
COc1cc(NC(=O)NC(C)(C(F)(F)F)C(F)(F)F)cc(OC)c1OC	14	-4.0	i
CCOc1ccccc1OCC(=O)NN=C1CCCC(=O)C1	5	-0.3	nt
CCOC(=O)Cn1c(=O)oc2cc(S(=O)(=O)Nc3cccc(C)c3)ccc21	20	-0.3	i
CCOc1c(Br)cc(Br)cc1/C=C1\SC(N)=NC1=O	nt	-0.9	i
CCOc1ccc(N=C(NN)c2ccc3ccccc3n2)cc1	32	0.1	i
O=C(NCc1nnc(SCC(=O)N2CCCCC2)o1)c1c(F)cccc1F	2	-0.6	i
C=C(C)Cn1c(Sc2nnc(C)s2)nc2c1c(=O)[nH]c(=O)n2C	7	0.9	i
COc1ccc(S(=O)(=O)O/N=C2\CCSc3ccc(C)cc32)cc1	5	-0.8	i
CS(=O)(=O)N(CC(=O)N1CCCC1)c1ccc(Cl)c(Cl)c1	10	-0.8	i
O=C(Nc1ccc(N2CCOCC2)c(Cl)c1)c1ccc(S(=O)(=O)N2CCOCC2)cc1	15	-0.5	i
COc1cccc(/C=N/NC(=O)CCNc2n[nH]c(=O)[nH]c2=O)c1OC	22	-0.6	i
COc1ccc(NC(=O)CCC(=O)N2CCN(S(=O)(=O)c3ccc(C)cc3)CC2)c(OC)c1	12	-1.5	i
CC(C)CCNc1nc(N2CCCC2)c2c(c1C#N)CCN(C)C2	10	0.7	i
C[C@H](CO)N1C[C@H](C)[C@@H](CN(C)C(=O)Nc2ccccc2)Oc2ccc(NC(=O)C3CCCCC3)cc2C1=O	4	-1.9	nt
COc1ccc(S(=O)(=O)Nc2noc3ccccc23)cc1	5	-0.3	i
O=C(c1cc2ccccc2oc1=O)N(Cc1ccco1)Cc1cccs1	18	0.6	i
CC(C)Cc1nnc(NC(=O)c2ccc([N+](=O)[O-])cc2)s1	23	-1.0	i
COc1ccc(S(=O)(=O)N2CCNCC2)cc1OC	14	1.2	i
CC(C)OCC1CO1 (stereo not given)	4	-0.7	nt
COc1cc(OC)cc(C(=O)NCC(=O)OCC(=O)NCc2ccco2)c1	0	-0.1	nt
Cc1cccc(OC(C)C(=O)NCc2ccc(S(N)(=O)=O)cc2)c1 (stereo not given)	16	-1.0	i
O=C(NCc1ccccn1)C(=O)Nc1nc(C23CC4CC(CC(C4)C2)C3)cs1	15	-2.4	i
O=S(=O)(c1ccc(NC(=S)NCCC(c2ccccc2)c2ccccc2)cc1)N1CCOCC1	21	0.3	i
CC1(C)O[C@@H]2[C@H](O1)[C@@H](CO)O[C@H]2n1cc(Br)c(=O)[nH]c1=O	-2	-0.5	nt
CCOC(=O)Nc1ccc2c(c1)nc1n2CCN(CCOC)C1	6	0.5	i
COc1ccccc1NC(=O)N1CCCC1C(=O)Nc1ccc2c(c1)OCO2 (stereo not given)	10	-1.9	i
Nc1cc(=O)[nH]c(SCC(=O)Nc2ncc(C(F)(F)F)cc2Cl)n1	-1	-0.7	i
Cc1cc(C)c2c(=O)n(CC(=O)Nc3cccc(F)c3)sc2n1	17	-0.2	i
COc1ccccc1C1SCCN1C(=O)c1ccc([N+](=O)[O-])cc1 (stereo not given)	24	2.2	i
COc1cc(OC)cc(C(=O)OC/C(O)=C(\C#N)c2nc3ccccc3[nH]2)c1	15	-0.1	i
CCOC(=O)c1sc(=S)n(C)c1NC(=O)c1ccccc1	37	-1.4	i
COc1ccc2nc(-c3ccccc3)cc(C(=O)OCC(=O)N3CCCCC3)c2c1	13	-1.1	nt
CCCCC(=O)N1CCN(c2nc3ccc(F)cc3s2)CC1	10	-1.2	i
COc1cc(NC(=O)c2cc(OC)c(OC)c(OC)c2)ccc1NC(=O)c1cccs1	13	0.7	i
O=C(NC1CCCCCC1)C1CCN(S(=O)(=O)N2CCC3(CC2)OCCO3)CC1	9	-0.3	i
NS(=O)(=O)c1ccc(NC(=O)COC(=O)c2cc3ccccc3oc2=O)cc1	42	-1.4	i
CC1(C)CC(=O)C2=C(C1)OC(N)=C(C#N)C2c1ccsc1 (stereo not given)	24	-0.2	i
CC12CC3CC(C)(C1)CC(C(=O)NCc1cccnc1)(C3)C2	1	-0.8	i
COc1ccc(C)cc1N(C(=O)c1ccc(C#N)cc1)C1=NC(C)(C)CS1	-5	-0.2	i
CCOCCCNC(=O)C(NC(=O)Cc1cccs1)c1ccccc1 (stereo not given)	6	-1.2	i
CCCOC1CCCN(C(=O)c2ccc(OC3CCN(C(=O)COC)CC3)cc2)C1 (stereo not given)	16	-1.2	i
CC1CCN(c2nc(-c3ccccc3O)nc3ccccc23)CC1	-2	-1.8	i
O=C(Nc1ccc(NC(=S)NC(=O)c2ccccc2F)cc1)c1cccs1	32	0.3	i
COc1cccc(/C=N/NC(=O)C(=O)NCc2cccnc2)c1O	44	-0.2	i
CC(=O)c1ccc(N2CCCC2)c(F)c1	24	0.6	i
Cc1ccc(C)c(OCC(O)CNC2CCCC2)c1 (stereo not given)	7	-0.7	i
COc1ccc(OC)c(-n2c(=S)[nH]c3cc(C(=O)N4CCC(C(N)=O)CC4)ccc3c2=O)c1	11	-1.4	i
O=C1NCCCc2c1no[n+]2[O-]	8	0.2	i
COc1ccc(N(CC(=O)N/N=C(\C)c2ccc(C)cc2)S(=O)(=O)c2ccccc2)cc1	-1	0.5	i
C/C(NCc1cccnc1)=C(\C#N)C(=O)NCc1ccccc1	12	-1.3	i
Cc1cccc(C(=O)NC(=S)Nc2ccccc2C(F)(F)F)c1	7	-2.5	i
Cc1nnc(NC(=O)c2cccc(S(=O)(=O)N3CC(c4ccccc4)CC3=O)c2)s1 (stereo not given)	19	-0.9	i
CC(C)(C)NC(=O)c1ccccc1-c1nc2ccccc2s1	3	1.7	i
CC(Sc1nncn1C)C(=O)NCc1ccc2c(c1)OCO2 (stereo not given)	4	-0.1	i
New compounds follow
SMILES	OX1R antag	STK33 inh	KCNQ2 inh
C=CCC1(CC=C)CCCN1C(=O)c1cc(COc2cccc(OC)c2)on1	11	-0.3	i
C=CCNC(=O)c1cc(-c2cccnc2)nc2ccccc12	-1	1.3	i
O=[N+]([O-])c1ccc(/C=N/Nc2nc(N3CCOCC3)nc(N3CCOCC3)n2)cc1	30	-2.0	i
CN(Cc1ccccc1)C(NC(=O)c1ccccc1)C(Cl)(Cl)Cl (stereo not given)	9	-2.2	-5.8*
O=C(Nc1ccccc1)c1nn(-c2cccc(C(F)(F)F)c2)ccc1=O	23	-0.6	i
O=C(Cn1c(COc2ccccc2)nc2ccccc21)Nc1cc(Cl)ccc1Cl	12	0.8	i
CCCC1(C(=O)OC)NC(c2cc(OC)c(OC)c(OC)c2)C2C(=O)N(CC)C(=O)C21 (stereo not given)	11	-1.1	nt
NC(=O)c1cc(C(=O)c2ccccc2Cl)c[nH]1	2	0.4	i
COc1ccc(-c2cc(C(=O)OCC(=O)N3CCCC3)c3ccccc3n2)cc1	27	-0.8	i
Cc1ccccc1/C=C1\Sc2ccc(C(=O)N3CCN(c4ccccn4)CC3)cc2N(C)C1=O	11	-0.8	i
CC(C)CC(=O)Nc1ccc(N2CCOCC2)cc1	9	-1.9	i
CC1=CC=CN2CC(O)CN=C12 (stereo not given)	14	-1.4	i
CC(OC(=O)c1ccccc1Oc1ccccc1)C(=O)NC1CC1 (stereo not given)	9	0.8	i
C=CCc1cc(C=O)cc(OCC)c1O	11	-1.0	i
c1ccc(-c2nc(-n3nc4ccccc4n3)nc3ccccc23)cc1	17	-0.3	i
CC(=O)Nc1ccccc1C(=O)C(=O)Nc1ccc(C)c(F)c1	7	-1.1	i
COC(=O)CSc1cnc2ccccc2n1	27	1.0	i
COc1ccc(CNC(=O)CN2C(=O)CCSc3ccc(S(=O)(=O)N4CCCC4)cc32)cc1	9	-2.1	i
O=C1C2C3C=CC(C3)C2C(=O)N1CN(Cc1ccccc1)CN1C(=O)C2C3C=CC(C3)C2C1=O (stereo not given)	17	0.2	i
CC(=O)Nc1ccc(NC(=O)CSc2ncnc3sc(C)c(C)c23)cc1	21	-1.8	i

Shown in markdown: part of the list above
| structure | OX1R antag | STK33 inh | KCNQ2 inh |
| --- | --- | --- | --- |
| C=CCC1(CC=C)CCCN1C(=O)c1cc(COc2cccc(OC)c2)on1 | 11 | -0.3 | i |
| C=CCNC(=O)c1cc(-c2cccnc2)nc2ccccc12 | -1 | 1.3 | i |
| O=[N+]([O-])c1ccc(/C=N/Nc2nc(N3CCOCC3)nc(N3CCOCC3)n2)cc1 | 30 | -2.0 | i |
| CN(Cc1ccccc1)C(NC(=O)c1ccccc1)C(Cl)(Cl)Cl (stereo not given) | 9 | -2.2 | -5.8* |
| O=C(Nc1ccccc1)c1nn(-c2cccc(C(F)(F)F)c2)ccc1=O | 23 | -0.6 | i |
| O=C(Cn1c(COc2ccccc2)nc2ccccc21)Nc1cc(Cl)ccc1Cl | 12 | 0.8 | i |
| CCCC1(C(=O)OC)NC(c2cc(OC)c(OC)c(OC)c2)C2C(=O)N(CC)C(=O)C21 (stereo not given) | 11 | -1.1 | nt |
| NC(=O)c1cc(C(=O)c2ccccc2Cl)c[nH]1 | 2 | 0.4 | i |
| COc1ccc(-c2cc(C(=O)OCC(=O)N3CCCC3)c3ccccc3n2)cc1 | 27 | -0.8 | i |
| Cc1ccccc1/C=C1\Sc2ccc(C(=O)N3CCN(c4ccccn4)CC3)cc2N(C)C1=O | 11 | -0.8 | i |
| CC(C)CC(=O)Nc1ccc(N2CCOCC2)cc1 | 9 | -1.9 | i |
| CC1=CC=CN2CC(O)CN=C12 (stereo not given) | 14 | -1.4 | i |
| CC(OC(=O)c1ccccc1Oc1ccccc1)C(=O)NC1CC1 (stereo not given) | 9 | 0.8 | i |
| C=CCc1cc(C=O)cc(OCC)c1O | 11 | -1.0 | i |
| c1ccc(-c2nc(-n3nc4ccccc4n3)nc3ccccc23)cc1 | 17 | -0.3 | i |

(more compounds)
SMILES	OX1R antag	STK33 inh	KCNQ2 inh
Cc1nc([N+](=O)[O-])c(Sc2nc3ccccc3[nH]2)n1Cc1ccccc1	56	0.4	i
O=S(=O)(NCCC1=CCCCC1)c1c(Cl)cccc1Cl	14	-2.4	i
CCCCn1c(N)c(N(CC)C(=O)c2ccc(Cl)c([N+](=O)[O-])c2)c(=O)[nH]c1=O	9	-0.8	i
Cc1nn(-c2ccccc2)cc1/C=N/NC(N)=S	12	-1.6	i
CCC1Oc2ccc(C)cc2N(CC(=O)NCCN2CCCCCC2)C1=O (stereo not given)	3	0.2	i
COc1ccc(N2CCN(c3nc4ccccc4n3CC(=O)c3ccccc3)CC2)cc1	11	1.0	-6.3*
CCN1C(=O)Cc2cc(S(=O)(=O)N3CCOCC3)ccc21	36	-3.3	i
CCC(=O)N1CCN(c2ccc(NC(=O)c3cccs3)cc2)CC1	1	1.4	i
Cc1ccc(OCC(=O)NNC(=S)NC(=O)c2cccs2)c(C)c1	nt	1.3	i
COC(=O)/C=c1/s/c(=C(/C#N)C(=O)N2CCCCC2)n(-c2ccccc2)c1=O	69	-1.6	i
O=C(CCN1C(=O)C2C3C=CC(C3)C2C1=O)Nc1nccs1 (stereo not given)	27	-0.4	i
CCOc1ccccc1NC(=O)C(Sc1ccccc1)c1ccccc1 (stereo not given)	37	-1.7	i
Cc1cccc(-c2cccc(NC(=O)C3CCCN(C(=O)c4ocnc4C)C3)c2)c1 (stereo not given)	19	-0.5	i
COc1ccc(NC(=O)N(Cc2cc3ccc(OC)cc3[nH]c2=O)CC2CCCO2)cc1 (stereo not given)	6	0.1	i
COCCn1c(SCC(=O)Nc2cccnc2Cl)nc2cc(Cl)ccc2c1=O	10	0.2	nt
Cc1ccc2cc(CNC(C)(C)C)c(=O)[nH]c2c1	16	-0.3	i
O=C(Cc1ccccc1)Nc1ncccn1	21	2.1	i
Cc1ccc(C(=O)N2CCCC(N3CCN(c4ccccc4F)CC3)C2)s1 (stereo not given)	17	-3.9	i
Cc1cc(C)cc(OC(=O)N2CCOCC2)c1	11	0.3	i
CCC(=O)c1ccccc1OCCSc1nc(C)cc(=O)[nH]1	6	-1.9	i
CCOC(=O)c1cnn(-c2ccccc2)c1-c1ccncc1	6	-0.5	i
O=C(Nc1ccc(N2CCN(C(=O)c3ccc(Cl)cc3)CC2)cc1)c1ccc2c(c1)OCCO2	27	-0.5	i
O=C(Nc1ccc(S(=O)(=O)Nc2ncccn2)cc1)c1ccc2ncsc2c1	-1	1.3	i
CN(C)/C=C(\C#N)C(=O)N/N=C/c1ccccc1	5	-1.1	i
O=C(CCc1ccc(O)cc1)c1c(O)cc(O)cc1O[C@@H]1O[C@H](CO)[C@@H](O)[C@H](O)[C@H]1O	9	-2.2	i
Cc1ccccc1-n1c(C)nnc1SCC(=O)N(C)C1CCS(=O)(=O)C1 (stereo not given)	9	-0.4	i
CCc1ccc(NC(=O)CC2C(=O)N(c3ccc(C)cc3)C(=O)N2CCc2ccncc2)cc1 (stereo not given)	11	-0.3	i
O=C(NC(=S)NNS(=O)(=O)c1ccccc1)c1ccc([N+](=O)[O-])cc1	62	-0.5	i
CC(C)c1ccc(-n2cnn(-c3ncccc3[N+](=O)[O-])c2=O)cc1	14	-1.3	i

Compound activity: PubChem, several laboratories
